Screens: PubChem BioAssay, The Scripps Research Institute Molecular Screening Center
TPT1 inhibitor: blocks Candida albicans tRNA 2'-phosphotransferase; recombinant caTPT1, FP RNA substrate dephosphorylation; inhibition, % at 5 µM; actives 0.81% (n = 300,000);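 active = inhibition above the mean of all tested compounds plus 3 SD, set per screening campaign, cut at about 24% in these data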;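 note: plate controls were DMSO alone for no effect and ferristatin control at 100 nM for full effect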
PP1 counter: PP1-alpha (human) inhibition in PP5 counter-screen | inhibition, % at 6.7 µM | actives 0.9% (n = 320,000) | purified PP1alpha, OMFP fluorescence | P62136 | AID 2235;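 active = inhibition above the mean inhibition of all tested compounds plus 3 SD, computed separately for each screening campaign, cut at about 15% in these data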
HCV core dimer: blocks dimerization of HCV core protein. TR-FRET GST/Flag-core106 dimerization, 1536-well. actives 0.33% (n = 300,000). inhibition, % at 5 µM. AID 1899;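 active = inhibition above the mean of all tested compounds plus 3 SD, set per screening campaign, cut at about 45% in these data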
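Material: Tagged HCV core106 pair (GST and Flag) | Amount: GST-core106 13.5 nM, Flag-core106 17 nM | Medium: KF-containing HEPES buffer, pH 7.45, DTT, CHAPS, BSA | Reagent: Eu donor and XL665 acceptor anti-tag antibodies | Schedule: 4 h at 22.5 °C | Technique: Time-resolved FRET, ex 340 nm, em 617 and 671 nm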
PP5 inh: PP5 (human) phosphatase inhibition. actives 0.18% (n = 320,000). inhibition, % at 6.7 µM. purified PP5c, OMFP substrate fluorescence. P53041. AID 1987;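 active = inhibition above the campaign's mean inhibition across all tested compounds plus 3 SD, cut at about 9.5% in these data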;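 note: 0% = DMSO only and 100% = 100 µM cantharidin control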
proCasp3 act: activators of human procaspase-3 | P42574 | recombinant procaspase-3 D3A, Ac-DEVD-pNA absorbance 405 nm | activation, % at 8.5 µM | actives 0.11% (n = 330,000) | AID 463141;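 active = activation above the mean of all tested compounds plus 3 SD, cut at about 21% in these data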;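 note: 0% = DMSO alone and 100% = DMSO wells spiked with extra 5 µM PC-3 D3A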
Target sequence (P42574 whole entry D9A/D28A/D175A): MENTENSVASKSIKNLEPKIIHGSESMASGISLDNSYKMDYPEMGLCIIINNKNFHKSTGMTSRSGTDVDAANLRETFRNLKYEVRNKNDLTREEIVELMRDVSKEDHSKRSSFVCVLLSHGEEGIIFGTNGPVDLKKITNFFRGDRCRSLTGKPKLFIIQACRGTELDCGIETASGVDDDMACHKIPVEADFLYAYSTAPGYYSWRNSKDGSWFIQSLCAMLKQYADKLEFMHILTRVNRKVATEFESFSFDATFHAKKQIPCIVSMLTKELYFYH
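Assay system – Procaspase-3 D3A mutant, all three cleavage aspartates alanine · Controls – DMSO-only low control, 5 µM PC-3 D3A high control · Schedule – 1 h compound preincubation, 2 h substrate hydrolysis at 25 °C · Signal – 405 nm absorbance of p-nitroaniline, reads at 0 and 120 min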
procasp7 counter: counter-screen: procaspase-7 (human) activation | activation, % at 8.5 µM | actives 0.093% (n = 330,000) | recombinant procaspase-7, Ac-DEVD-pNA absorbance 405 nm; D23A/D198A/D206A triple mutant, cannot self-cleave; scale: DMSO 0, 5 µM enzyme 100 | P55210 | AID 463210;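 active = percent activation above the screen-wide mean plus 3 SD, cut at about 25% in these data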
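Assay system: Uncleavable procaspase-7 mutant enzyme | Input: 2 µM procaspase-7 mutant as dispensed | Timing: 1 h compound preincubation, 2 h substrate cleavage, 25 °C | Repeats: One well per compound | Control set: DMSO wells as 0%, DMSO with 5 µM added PC-7 as 100% | Technique: Epi-absorbance of released pNA at 405 nm, two timepoints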
Fh CTSL1 inh: counter-screen for PFM18AAP inhibitors: inhibitors of F. hepatica cathepsin L1; inhibition, % at 5.96 µM; AID 1906; actives 0.49% (n = 300,000); recombinant F. hepatica cathepsin L1, Z-Leu-Arg-MCA fluorescence;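 active = inhibition above the mean of all tested compounds plus 3 SD, set per screening campaign, cut at about 17% in these data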;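 note: 0% = plate median of test compound wells and 100% = 1 µM Z-Phe-Ala-diazomethylketone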
AHR act: activates the human aryl hydrocarbon receptor; actives 2.5% (n = 320,000); activation, % at 5 µM; P35869; AHR-responsive luciferase reporter cells, luminescence; in the data active = activation above about 47%;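 note: 0% = vehicle wells and 100% = reference agonist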
Target sequence (P35869 whole entry, looked up): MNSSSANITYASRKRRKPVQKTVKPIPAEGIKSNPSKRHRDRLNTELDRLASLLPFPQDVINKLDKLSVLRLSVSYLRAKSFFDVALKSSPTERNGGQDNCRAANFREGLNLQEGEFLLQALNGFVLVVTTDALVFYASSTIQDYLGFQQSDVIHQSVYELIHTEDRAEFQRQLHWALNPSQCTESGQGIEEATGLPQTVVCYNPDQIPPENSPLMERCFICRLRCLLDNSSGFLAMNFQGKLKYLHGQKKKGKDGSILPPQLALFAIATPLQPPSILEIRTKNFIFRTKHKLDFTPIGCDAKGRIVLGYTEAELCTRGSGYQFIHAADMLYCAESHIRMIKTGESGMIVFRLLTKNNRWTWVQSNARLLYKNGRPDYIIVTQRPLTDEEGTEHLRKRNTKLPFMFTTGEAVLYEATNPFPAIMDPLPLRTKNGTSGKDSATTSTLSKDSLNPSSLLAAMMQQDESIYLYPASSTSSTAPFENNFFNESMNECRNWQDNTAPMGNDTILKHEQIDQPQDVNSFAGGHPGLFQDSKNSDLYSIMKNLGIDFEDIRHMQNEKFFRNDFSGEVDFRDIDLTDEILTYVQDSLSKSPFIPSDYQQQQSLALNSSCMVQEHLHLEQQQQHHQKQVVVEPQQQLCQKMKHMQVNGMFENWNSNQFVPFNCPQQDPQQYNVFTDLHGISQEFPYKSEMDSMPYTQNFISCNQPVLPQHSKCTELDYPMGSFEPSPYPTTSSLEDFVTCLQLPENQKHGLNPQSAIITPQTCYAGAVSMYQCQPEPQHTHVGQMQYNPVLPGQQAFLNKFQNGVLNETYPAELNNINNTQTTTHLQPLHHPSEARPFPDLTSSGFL
PAFAH2 inh: inhibitors of human PAFAH2; inhibition, % at 3.39 µM; AID 492956; actives 0.99% (n = 340,000); recombinant PAFAH2, FP-rhodamine activity probe, fluorescence polarization;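 active = inhibition above the mean over all tested compounds plus 3 SD, cut at about 30% in these data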;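 note: inhibitors block probe labeling of enzyme so polarization drops; 0% = enzyme with DMSO and 100% = wells lacking PAFAH2 protein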
An asterisk follows results filed as active.

What do the screens show for `CCSC1=N/C(=C\c2ccc(C)s2)C(=O)S1`?
TPT1 inhibitor: -11; PP1 counter: 1; HCV core dimer: -4; PP5 inh: 3.8; proCasp3 act: -1; procasp7 counter: -6; Fh CTSL1 inh: 2; AHR act: 6; PAFAH2 inh: -2

Results for CC(=O)Oc1ccc(-c2csnn2)cc1 ?
TPT1 inhibitor: -6; PP1 counter: 4; HCV core dimer: 0; PP5 inh: 2.7; proCasp3 act: -2; procasp7 counter: -4; Fh CTSL1 inh: -18; AHR act: 2; PAFAH2 inh: -3

How did CCOc1ccc(C(=O)Nc2ccc(NC(=S)NC(=O)CC)cc2)cc1Cl do in these assays?
TPT1 inhibitor: -3; PP1 counter: 1; HCV core dimer: 4; PP5 inh: 0.4; proCasp3 act: 1; procasp7 counter: 17; Fh CTSL1 inh: 0; AHR act: 4; PAFAH2 inh: -2

Results for Cc1[nH]c2ccccc2c1/C=N/NC(=S)NCc1ccccc1 ?
TPT1 inhibitor: 16; PP1 counter: -2; HCV core dimer: -1; PP5 inh: 1.1; proCasp3 act: 5; procasp7 counter: 0; Fh CTSL1 inh: 0; AHR act: 8; PAFAH2 inh: -5

How did CCOc1ccc(NC(=O)CCNS(=O)(=O)c2cccc3nonc23)cc1 do in these assays?
TPT1 inhibitor: -3; PP1 counter: 6; HCV core dimer: -10; PP5 inh: 0.1; proCasp3 act: -2; procasp7 counter: 9; Fh CTSL1 inh: 1; AHR act: 1; PAFAH2 inh: -5

Results for CCCC(=O)OCC(=O)Nc1cc(Cl)ccc1[N+](=O)[O-] ?
TPT1 inhibitor: 1; PP1 counter: 1; HCV core dimer: 1; PP5 inh: 0.3; proCasp3 act: 6; procasp7 counter: 0; Fh CTSL1 inh: -10; AHR act: 10; PAFAH2 inh: 9

How did N#CC(Sc1ccccn1)c1ccc(Cl)cc1Cl (stereo not given) do in these assays?
TPT1 inhibitor: 2; PP1 counter: 0; HCV core dimer: -3; PP5 inh: 4.4; proCasp3 act: 1; procasp7 counter: -12; Fh CTSL1 inh: 3; AHR act: 1; PAFAH2 inh: 6

How did COc1cc(/C=N/NC(=O)c2ccc(CN(C)S(=O)(=O)c3ccc(C)cc3)cc2)ccc1O do in these assays?
TPT1 inhibitor: -2; PP1 counter: 2; HCV core dimer: 6; PP5 inh: 2.7; proCasp3 act: 9; procasp7 counter: -4; Fh CTSL1 inh: 0; AHR act: 3; PAFAH2 inh: 0

Results for O=C(C1CCC(=O)N(C2CC2)C1)N1CCN(c2ccc(Cl)cc2)CC1 (stereo not given) ?
TPT1 inhibitor: -2; PP1 counter: -1; HCV core dimer: 11; PP5 inh: 1.5; proCasp3 act: 10; procasp7 counter: 1; Fh CTSL1 inh: 2; AHR act: -5; PAFAH2 inh: 8

Results for Cc1cc(C)cc(NC(=O)c2cccn2-c2ncc(C(F)(F)F)cc2Cl)c1 ?
TPT1 inhibitor: 0; PP1 counter: 3; HCV core dimer: -1; PP5 inh: 9.6; proCasp3 act: 11; procasp7 counter: -5; Fh CTSL1 inh: 3; AHR act: 6; PAFAH2 inh: -9

Results for C[C@H](CO)N1C[C@H](C)[C@@H](CN(C)C(=O)NC2CCCCC2)Oc2c(NC(=O)Nc3ccc4c(c3)OCO4)cccc2C1=O ?
proCasp3 act: 3; procasp7 counter: 0; AHR act: 0; PAFAH2 inh: 7

Results for S=c1[nH]nc2c3c4c(sc3ncn12)CCCC4 ?
TPT1 inhibitor: -7; PP1 counter: -1; HCV core dimer: -2; PP5 inh: 3.2; proCasp3 act: -5; procasp7 counter: -17; Fh CTSL1 inh: -4; AHR act: 1; PAFAH2 inh: 6

How did O=C(CSc1nnc(-c2cnccn2)n1Cc1ccco1)c1ccc2ccccc2c1 do in these assays?
TPT1 inhibitor: 2; PP1 counter: 9; HCV core dimer: 17; PP5 inh: 2.1; proCasp3 act: -9; procasp7 counter: -15; Fh CTSL1 inh: 4; AHR act: 1; PAFAH2 inh: -5

Results for CN(CC(=O)Nc1ccc(Cl)c(C(F)(F)F)c1)C(=O)C1CC(=O)N(Cc2ccco2)C1 (stereo not given) ?
TPT1 inhibitor: -5; PP1 counter: -2; HCV core dimer: -8; PP5 inh: -1.0; proCasp3 act: 11; procasp7 counter: 0; Fh CTSL1 inh: -1; AHR act: -1; PAFAH2 inh: 4

Results for CCN(CC)C(c1ccc(F)cc1)c1nnnn1CC1CCCO1 (stereo not given) ?
TPT1 inhibitor: -1; PP1 counter: 0; HCV core dimer: -19; PP5 inh: 2.4; proCasp3 act: -4; procasp7 counter: 2; Fh CTSL1 inh: 0; AHR act: -1; PAFAH2 inh: 9

How did CCOc1ccc(NC(=O)CNS(=O)(=O)c2c(C)cc(C)cc2C)cc1 do in these assays?
TPT1 inhibitor: -1; PP1 counter: 4; HCV core dimer: -10; PP5 inh: 3.0; proCasp3 act: 2; procasp7 counter: 2; Fh CTSL1 inh: -2; AHR act: -1; PAFAH2 inh: 9

What do the screens show for `CCc1ccc(OCCNC(=O)OCc2ccccc2)cc1`?
TPT1 inhibitor: 4; PP1 counter: 0; HCV core dimer: 2; PP5 inh: 2.9; proCasp3 act: -3; procasp7 counter: 10; Fh CTSL1 inh: 2; AHR act: 1; PAFAH2 inh: 4

What do the screens show for `COC(=O)C(NC(=O)C(C)Oc1ccccc1)C(C)C` (stereo not given)?
TPT1 inhibitor: -4; PP1 counter: -4; HCV core dimer: -1; PP5 inh: 0.3; proCasp3 act: 6; procasp7 counter: 5; Fh CTSL1 inh: -3; AHR act: 1; PAFAH2 inh: -5

What do the screens show for `CNC(=O)NC(=O)C(NC1CCCc2ccccc21)c1ccccc1` (stereo not given)?
TPT1 inhibitor: 3; PP1 counter: 3; HCV core dimer: 0; PP5 inh: 0.7; proCasp3 act: -4; procasp7 counter: 0; Fh CTSL1 inh: -3; AHR act: 28; PAFAH2 inh: -1

Results for CCC1CCCCN1CCCNC(=O)CCC(=O)N1CC(C)Oc2ccccc21 (stereo not given) ?
TPT1 inhibitor: -2; PP1 counter: -6; HCV core dimer: -13; PP5 inh: -0.1; proCasp3 act: -2; procasp7 counter: -10; Fh CTSL1 inh: -1; AHR act: 2; PAFAH2 inh: -13

The list goes on; it opens with the two that closed the last part.
What do the screens show for `CNC(=O)NC(=O)C(NC1CCCc2ccccc21)c1ccccc1` (stereo not given)?
TPT1 inhibitor: 3; PP1 counter: 3; HCV core dimer: 0; PP5 inh: 0.7; proCasp3 act: -4; procasp7 counter: 0; Fh CTSL1 inh: -3; AHR act: 28; PAFAH2 inh: -1

Results for CCC1CCCCN1CCCNC(=O)CCC(=O)N1CC(C)Oc2ccccc21 (stereo not given) ?
TPT1 inhibitor: -2; PP1 counter: -6; HCV core dimer: -13; PP5 inh: -0.1; proCasp3 act: -2; procasp7 counter: -10; Fh CTSL1 inh: -1; AHR act: 2; PAFAH2 inh: -13

Results for COc1ccc(Cn2nnnc2CN(Cc2cc3cccc(C)c3[nH]c2=O)C2CCCC2)cc1 ?
TPT1 inhibitor: -1; PP1 counter: 6; HCV core dimer: -4; PP5 inh: 3.5; proCasp3 act: -4; procasp7 counter: -11; Fh CTSL1 inh: -1; AHR act: 27; PAFAH2 inh: 13

What do the screens show for `CCN(CC)C(=O)c1[nH]cnc1C(=O)Nc1cccc(C)c1`?
PP1 counter: 1; PP5 inh: -2.0; proCasp3 act: 4; procasp7 counter: 1; AHR act: 54*; PAFAH2 inh: 1

How did CCOc1ccc(C(=O)OCC(=O)Nc2ccc(SC(F)F)cc2)cc1OCC do in these assays?
TPT1 inhibitor: -1; PP1 counter: 8; HCV core dimer: -1; PP5 inh: 1.1; proCasp3 act: -4; procasp7 counter: 7; Fh CTSL1 inh: 3; AHR act: 2; PAFAH2 inh: 80*

Results for CCCC(=O)Nc1ccc(N2CCN(C(=O)c3cc4ccccc4o3)CC2)cc1 ?
TPT1 inhibitor: 0; PP1 counter: -2; HCV core dimer: -2; PP5 inh: 2.9; proCasp3 act: 7; procasp7 counter: 6; Fh CTSL1 inh: 2; AHR act: -1; PAFAH2 inh: -4

Results for COc1ccc(CN2CCn3nc(C(=O)NC(C)C)cc3C2=O)cc1 ?
TPT1 inhibitor: -3; PP1 counter: -3; HCV core dimer: 4; PP5 inh: -3.0; proCasp3 act: 2; procasp7 counter: 9; Fh CTSL1 inh: 1; AHR act: 1; PAFAH2 inh: 4

How did CCOc1cc(S(=O)(=O)Nc2ccc(CC)cc2)ccc1Cl do in these assays?
TPT1 inhibitor: -1; PP1 counter: 12; HCV core dimer: 5; PP5 inh: 6.6; proCasp3 act: 1; procasp7 counter: 0; Fh CTSL1 inh: -2; AHR act: 2; PAFAH2 inh: 0

How did Cc1cccc(C(=O)Nc2ncc(CN3CCOCC3)s2)c1 do in these assays?
TPT1 inhibitor: 4; PP1 counter: -2; HCV core dimer: -8; PP5 inh: 2.9; proCasp3 act: 5; procasp7 counter: -8; Fh CTSL1 inh: 3; AHR act: 0; PAFAH2 inh: -1

What do the screens show for `COc1ccc(NC(=O)C2OC3OC(C)(C)OC3C3OC(C)(C)OC23)cc1` (stereo not given)?
TPT1 inhibitor: -3; PP1 counter: -3; HCV core dimer: -6; PP5 inh: 1.5; proCasp3 act: -6; procasp7 counter: -4; Fh CTSL1 inh: -3; AHR act: -3; PAFAH2 inh: -1

Results for CC(=O)Nc1ccc(NC(=O)C2CCCN(c3ncccn3)C2)cc1 (stereo not given) ?
TPT1 inhibitor: -3; PP1 counter: -9; HCV core dimer: -2; PP5 inh: 1.5; proCasp3 act: -1; procasp7 counter: 1; Fh CTSL1 inh: -2; AHR act: 4; PAFAH2 inh: -4

What do the screens show for `CCC1Sc2ccc(S(=O)(=O)CCC(=O)NCc3ccc(C)o3)cc2NC1=O` (stereo not given)?
TPT1 inhibitor: -2; PP1 counter: 1; HCV core dimer: 2; PP5 inh: -0.1; proCasp3 act: -2; procasp7 counter: -12; Fh CTSL1 inh: -1; AHR act: 2; PAFAH2 inh: 2

How did COC(=O)/C(C#N)=C/c1c(Oc2cc(C)cc(C)c2)nc2ccccn2c1=O do in these assays?
TPT1 inhibitor: 4; PP1 counter: -3; HCV core dimer: 10; PP5 inh: -1.5; proCasp3 act: -3; procasp7 counter: 1; Fh CTSL1 inh: -2; AHR act: 0

How did COc1cc2c(cc1OC)CN(C(=O)c1cc(S(=O)(=O)N3CCCCC3)ccc1Cl)CC2 do in these assays?
TPT1 inhibitor: -3; PP1 counter: -1; HCV core dimer: 5; PP5 inh: 0.2; proCasp3 act: -10; procasp7 counter: 2; Fh CTSL1 inh: 1; AHR act: 1; PAFAH2 inh: 0

What do the screens show for `COc1ccc(/C=C/C(=O)Nc2nc(C)cc(C)n2)cc1OC`?
TPT1 inhibitor: -4; PP1 counter: -4; HCV core dimer: 6; PP5 inh: -3.3; proCasp3 act: 6; procasp7 counter: -1; Fh CTSL1 inh: 3; AHR act: 47; PAFAH2 inh: 0
